Screening results (PubChem)
rCAG binder: binders of r(CAG) RNA repeats, primary screen, biochemical, fluorescence. r(CAG) RNA repeat, TO-PRO-1 dye displacement fluorescence. inhibition, % at 3 µM. actives 1.3% (n = 370,000);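 active means inhibition above the plate cutoff, the mean of all test compounds on that plate plus 3 SD, cut at about 35% in these data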;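 further: 0% = DMSO alone and 100% = 100 µM mitoxantrone as full dye displacement; higher means more dye released from RNA so lower well fluorescence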
ASAP1 GAP inh: inhibitors of human ASAP1 ArfGAP activity, primary screen, biochemical, fluorescence polarization. AID 624377, 2012. Arf-GAP with SH3 domain, ANK repeat and PH domain-containing protein 1 (Homo sapiens), …. ASAP1-stimulated ARF1 GTP hydrolysis, GDP FP detection. actives 0.19% (n = 360,000). inhibition, % at 16.5 µM; in the data active means inhibition above about 25%;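 further: 0% = vehicle with enzyme and substrate and 100% = no enzyme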
proKLK7 act: proKLK7 zymogen activators, primary screen, biochemical, fluorescence intensity; Kallikrein-7 (Homo sapiens), P49862; purified proKLK7, EDANS-DABCYL substrate fluorescence; 100% is mature enzyme control, 0% vehicle; activation, % at 7 µM; actives 0.9% (n = 370,000);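 active means activation above the mean of all tested compounds plus 3 SD, computed per campaign excluding outliers beyond control limits, cut at about 13% in these data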
NPR2 activator: human GC-B receptor activators, primary screen, HEK293 GC-B cells, cGMP TR-FRET, EC30 CNP | Atrial natriuretic peptide receptor 2 (Homo sapiens), P20594 | 0% at EC30 CNP, 100% saturating CNP | activation, % at 10 µM | actives 0.11% (n = 370,000);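 active means activation at 10 µM reaching about 35% in either raw or pattern-adjusted values, limit read from the data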
GAA850 FXN act: FXN promoter activators, primary screen, cell-based, luciferase luminescence, HEK293 lucGAA850. HEK293 lucGAA850 FXN promoter luciferase reporter, 24 h; percent of 10 µM SAHA response. activation, % at 6 µM. actives 0.56% (n = 360,000). AID 540364, 2011;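 active means activation above the average of all compounds screened plus 3 SD, cutoff fixed separately per campaign, cut at about 7.5% in these data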;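 further: 0% = DMSO wells and 100% = 10 µM SAHA wells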
DDE Tn6 FP inh: inhibitors of Tn6 peptide binding to fibrin DD(E), primary screen, biochemical, fluorescence polarization, human fibrin, Tn6 probe; Fibrinogen beta chain (Homo sapiens), P02675; Fibrin DD(E) TRITC-Tn6 fluorescence polarization displacement; inhibition, % at 8.3 µM; actives 0.21% (n = 370,000);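 active means inhibition above a per-campaign cutoff: mean of compounds within control limits plus 3 SD, cut at about 15% in these data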;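 further: 0% = median of all compound wells on the plate and 100% = blocking peptide control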
GC-A act: GC-A stimulated cGMP production enhancers – HEK293 GC-A cells, cGMP TR-FRET, EC30 ANP, primary screen. Atrial natriuretic peptide receptor 1 (Homo sapiens), P16066. 0% at EC30 ANP, 100% saturating ANP. activation, % at 10 µM. actives 0.14% (n = 370,000). AID 1671463, 2021; in the data active means activation above about 40%
Target sequence (P16066 whole entry, looked up): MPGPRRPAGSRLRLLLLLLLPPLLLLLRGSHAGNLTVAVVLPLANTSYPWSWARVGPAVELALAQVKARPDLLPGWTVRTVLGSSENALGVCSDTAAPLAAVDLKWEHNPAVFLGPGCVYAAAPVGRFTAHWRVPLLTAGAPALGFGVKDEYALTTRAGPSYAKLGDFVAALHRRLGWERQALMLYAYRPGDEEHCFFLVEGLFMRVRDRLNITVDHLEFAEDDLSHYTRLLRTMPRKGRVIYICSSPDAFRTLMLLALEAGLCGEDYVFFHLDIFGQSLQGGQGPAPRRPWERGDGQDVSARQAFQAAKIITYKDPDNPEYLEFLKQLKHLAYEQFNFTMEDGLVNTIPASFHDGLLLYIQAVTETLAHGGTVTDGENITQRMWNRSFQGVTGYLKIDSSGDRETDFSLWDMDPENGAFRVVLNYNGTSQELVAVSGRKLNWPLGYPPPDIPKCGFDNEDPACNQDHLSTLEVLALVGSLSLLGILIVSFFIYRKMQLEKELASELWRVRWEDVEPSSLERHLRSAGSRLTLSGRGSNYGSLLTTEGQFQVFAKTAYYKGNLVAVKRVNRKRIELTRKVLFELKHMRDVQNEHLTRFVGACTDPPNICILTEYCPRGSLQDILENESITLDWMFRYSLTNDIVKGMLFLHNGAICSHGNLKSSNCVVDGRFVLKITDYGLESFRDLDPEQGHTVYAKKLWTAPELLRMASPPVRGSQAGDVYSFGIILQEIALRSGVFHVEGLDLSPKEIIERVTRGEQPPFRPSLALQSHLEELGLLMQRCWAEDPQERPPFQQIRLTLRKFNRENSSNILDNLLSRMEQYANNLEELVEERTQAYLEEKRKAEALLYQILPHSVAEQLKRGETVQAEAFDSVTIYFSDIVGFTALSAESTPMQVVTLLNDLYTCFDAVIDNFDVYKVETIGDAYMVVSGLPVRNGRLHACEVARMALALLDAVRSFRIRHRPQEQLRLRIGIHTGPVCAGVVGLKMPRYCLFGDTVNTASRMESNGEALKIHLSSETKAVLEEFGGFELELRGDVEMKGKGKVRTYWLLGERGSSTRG
ADAM10 inh: human ADAM10 inhibitors, primary screen, biochemical, QFRET, HTS | AID 720582, 2013 | Disintegrin and metalloproteinase domain-containing protein 10 (Homo sapiens), O14672 | inhibition, % at 7 µM | recombinant ADAM10, EDANS/DABCYL FRET peptide cleavage, 3 h | actives 0.62% (n = 370,000);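 active means inhibition above a per-campaign cutoff equal to the mean of compounds falling between control-based bounds plus 3 SD, cut at about 20% in these data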;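 further: 0% = DMSO wells while the 100% control is not disclosed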
ARFGAP1 inh: inhibitors of rat ARFGAP1 GAP activity, primary screen, biochemical, fluorescence polarization, GDP tracer; ADP-ribosylation factor GTPase-activating protein 1 (Rattus norvegicus), Q62848; inhibition, % at 16.5 µM; Arfgap1-stimulated ARF1 GTP hydrolysis, GDP FP detection; AID 651572, 2012; actives 0.26% (n = 360,000);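 active means inhibition above a per-plate limit, mean inhibition of low control wells plus 3 SD, cut at about 25% in these data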;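 further: 0% = DMSO wells with enzyme and 100% = wells lacking Arfgap1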
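Assay system: Rat Arfgap1 GAP domain (His6, aa 1-136), purified enzyme | Buffer or medium: HEPES 25 mM pH 7.5, NaCl 150 mM, MgCl2, DTT | Schedule: GTP hydrolysis reaction 2 h at 25 °C | Signal: FP of antibody-bound GDP Alexa 633 tracer, ex 620/em 688 nm | Measure: Percent inhibition of Arfgap1-stimulated GTP hydrolysis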
sPLA2-III inh: human group III sPLA2 inhibitors, primary screen, biochemical, QFRET, BODIPY PC-A2 liposome substrate; Group 3 secretory phospholipase A2 (Homo sapiens), Q9NZ20; QFRET BODIPY PC-A2 liposome hydrolysis, fluorescence; inhibition, % at 12.2 µM; actives 0.56% (n = 370,000);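 active means inhibition above mean plus 3 SD of compounds lying within the high and low control bounds, cut at about 19% in these data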;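 further: 0% = median of test compound wells and 100% = no enzyme DMSO wells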
* hit, by the source's call; . = not tested or not shown. Compounds were not picked by outcome. Share with any hit: about 4.5%.

SMILES	rCAG binder	ASAP1 GAP inh	proKLK7 act	NPR2 activator	GAA850 FXN act	DDE Tn6 FP inh	GC-A act	ADAM10 inh	ARFGAP1 inh	sPLA2-III inh
C/C=C\C=C/C(=O)Nc1cccc(C2=NOC3(C2)C[C@@H](C(N)=O)N(C(=O)CCCCC)C3)c1 (stereo not given in full)	2.9	19.6	-0.5	6.5	0.0	-5.1	4.3	2.0	4.0	-16.8
NCc1csc(Nc2ccc(C(=O)c3ccccc3)cc2)n1	13.2	8.1	0.0	-4.3	-6.0	-0.5	-2.6	-11.7	-5.2	6.2
COC(=O)[C@]12C[C@H](CC(=O)NCCCN3CCCC3=O)C(=O)N(Cc3cccc4ccccc34)C1=C[C@H](C(C)C)O[C@@H]2C1CC1	4.8	.	0.1	0.4	.	-0.6	-6.5	-4.4	.	-1.2
CC(C)(C)OC(=O)[C@H](CCCCN)NC(=O)c1nc[nH]c1C(=O)NCCCCCN	5.7	-6.4	0.5	5.0	0.3	-0.8	3.2	0.2	-3.9	3.5
Cc1cc(C(=O)N/N=C/c2ccc(OC(=O)c3ccccc3Br)cc2)n[nH]1	1.1	-5.0	-0.7	1.7	0.4	5.7	6.2	-6.2	-15.4	-0.4
COc1cc(C(=O)OCC(=O)NC2CCS(=O)(=O)C2)c([N+](=O)[O-])cc1OC (stereo not given)	-2.6	-4.9	0.3	2.8	0.3	6.3	2.2	0.6	5.7	2.1
O=C(O)c1ccc(-c2nnc(-c3ccc([N+](=O)[O-])cc3)o2)cc1	5.0	-12.5	-0.2	2.1	-1.6	1.5	0.9	3.2	1.0	11.4
COC(=O)CCCC(=O)NC(C)c1cnn(-c2ccccc2C)c1C (stereo not given)	-3.5	-7.4	-0.5	13.9	2.6	1.8	1.3	-1.2	-1.4	1.4
Cc1cc(C)c(C(=O)Cn2cnc3cc([N+](=O)[O-])ccc3c2=O)cc1C	10.5	3.4	-0.2	3.0	1.9	9.2	3.4	-8.6	7.8	-3.9
CC(=O)Oc1cccc(Nc2ncnc3ccccc23)c1	-1.4	1.9	0.2	5.2	1.5	0.9	-6.0	82.9*	-4.1	2.5
O=C(Nc1nc2ccccc2s1)c1ccccc1[N+](=O)[O-]	0.9	4.7	-0.2	-0.8	4.6	-0.8	3.2	1.4	12.3	-5.3
O=C(NCCc1c[nH]c2ccccc12)/C(=C\c1ccco1)NC(=O)c1ccco1	-0.1	-7.4	-0.2	6.0	3.7	-6.3	3.4	-8.3	-3.5	-14.9
O=S(=O)(NCCc1ccccc1)c1ccc(S(=O)(=O)N2CCCCC2)cc1	0.2	-2.6	0.9	-6.6	0.1	4.5	1.3	3.4	-3.7	-8.7
COc1cc(CNC(=O)C2CCCN2S(=O)(=O)c2ccccc2)cc(OC)c1OC (stereo not given)	-3.9	-7.2	0.9	-0.2	0.1	-1.3	0.3	-4.5	2.6	1.0
COc1cc(OC)cc(-c2c(C#Cc3ccsc3)c3cc(-c4ccc5[nH]ccc5c4)ccc3n2C)c1	37.0*	20.0	-5.6	2.6	0.8	-3.2	-0.3	-44.0	10.6	1.7
CCNC(=O)C1=C(O)c2sccc2N(C)S1(=O)=O	-2.8	-5.7	-1.9	4.2	2.4	3.9	2.8	-7.2	6.6	1.1
CCCNC(=O)NC(=O)CSc1ccc2c(c1)OCCO2	0.6	8.5	0.2	9.8	2.9	2.3	-0.3	-6.7	-9.8	2.5
Cc1cccc(C)c1NC(=O)CN1C(=O)NC(C)(CCc2ccccc2)C1=O (stereo not given)	-6.0	11.8	-0.5	6.5	0.3	6.5	-2.1	-1.7	4.4	-1.3
Cc1cc(NC(=O)Cn2c(=O)n(CCCCC(=O)NC3CCN(Cc4ccccc4)CC3)c(=O)c3ccccc32)n[nH]1	-3.0	-10.9	-0.1	1.6	.	8.7	2.0	-1.9	-7.5	0.3
Cn1c(NC(=O)C2CCCO2)cc(=O)n(C)c1=O (stereo not given)	1.4	5.2	-0.2	3.4	1.4	1.3	4.0	4.4	1.7	1.0
CCCCOc1ccc(C(=O)NNC(=O)C2C3C=CC(C3)C2C(=O)O)cc1 (stereo not given)	-3.9	-0.9	-0.6	1.7	-0.1	6.4	5.3	-11.9	-3.6	-3.2
COc1ccc(NS(=O)(=O)c2ccc(C(=O)OC(C)C(=O)N3CCOCC3)cc2)cc1 (stereo not given)	-5.3	-2.8	-0.1	-1.7	2.4	0.0	1.6	-10.4	4.8	2.6
Brc1cccc(-c2nc3c4ccccc4ccn3c2Cc2ccccc2)c1	3.1	-3.8	0.1	4.3	.	-2.7	2.3	-8.0	15.4	0.8
COC(=O)C(C)Sc1ccc2nnc(-c3cccc(F)c3)n2n1 (stereo not given)	0.9	-24.5	2.0	-4.0	2.2	-7.9	3.0	-123.5	4.4	4.1
COCCNC(=O)c1ccccc1NC(=O)Cc1ccccc1[N+](=O)[O-]	-0.9	-4.5	0.0	1.7	0.5	-0.1	0.3	-0.7	-5.0	1.8

(list continues)
SMILES	rCAG binder	ASAP1 GAP inh	proKLK7 act	NPR2 activator	GAA850 FXN act	DDE Tn6 FP inh	GC-A act	ADAM10 inh	ARFGAP1 inh	sPLA2-III inh
Cc1cccnc1C1=NOC(Cc2ccccc2)C(=O)N1Cc1ccc(F)cc1 (stereo not given)	-0.7	6.9	0.2	-9.4	0.3	1.5	-4.5	2.3	17.4	-1.9
Clc1cccc(CN2CCC3CC2c2cc(N4CCCCC4)ccc23)c1 (stereo not given)	2.9	4.4	-0.3	2.5	-1.5	-4.8	-0.8	-2.2	2.1	2.0
Cc1ccccc1OCC(=O)Nc1ccccc1-c1ccccc1	3.9	15.2	0.4	0.8	3.3	-1.2	-1.5	0.2	-10.5	-4.7
C(=C\c1cc(/C=C/c2ccccc2)ncn1)/c1ccccc1	0.5	-1.3	-3.9	-0.3	3.0	8.3	1.3	-49.4	-5.2	2.4
Cc1cc(/C=N\NC(=O)CC(=O)NC2CCCCC2)c(C)n1-c1cccc(Cl)c1Cl	3.5	6.2	-0.9	-2.1	4.3	-0.6	-4.0	5.4	2.4	-10.4
COc1cc(/C=N/NC(N)=O)cc(Br)c1OCc1ccc(C)cc1	4.7	-1.5	-0.5	-14.6	5.7	-6.9	-17.7	8.5	13.0	-1.1
S=c1[nH]nc(-c2cc(-c3ccccc3)n[nH]2)n1N=Cc1cccc(Oc2ccccc2)c1	65.9*	.	-0.1	-6.7	.	6.2	-9.3	7.0	.	14.4
Cc1ccc2nc(SCC(=O)N3CCCC3)nc(=O)n2c1	-4.1	21.1	-0.5	0.2	0.8	-1.4	3.0	-31.9	60.8*	2.6
Cc1cnc(CN(C)C(=O)c2ccc3oc(Cc4ccc(Cl)cc4)nc3c2)[nH]1	-7.2	15.6	-0.1	4.9	0.1	-4.0	2.1	5.7	16.1	-7.9
C=CCC(O)(CC=C)C(C)N (stereo not given)	0.5	3.3	-0.4	1.3	0.3	-1.9	-1.6	-16.8	-0.5	1.9
CC(C)NC(=O)C1(C)CCN1C(=O)c1cccc(Cl)c1 (stereo not given)	0.9	1.3	0.1	6.2	0.5	-3.1	-2.4	0.2	10.1	2.4
CC(C)(C)OC(=O)N1CCN(c2ccc(NC(=O)Cn3nnc(-c4ccccc4)n3)cc2)CC1	2.6	-17.2	-0.3	5.8	-1.1	8.6	4.2	1.4	4.4	-11.8
O=C(CSc1nnc(C2CC2)n1C1CC1)c1ccc(Br)s1	5.4	-14.9	0.9	-0.7	2.0	1.3	-2.8	-11.2	-2.3	-45.4
O=C(c1cccnc1)N(c1cc2sc(=O)oc2c2ccccc12)S(=O)(=O)c1ccccc1	80.7*	-1.0	-0.8	-2.2	-0.8	-13.8	-4.7	3.3	-18.2	5.2
CS(=O)(=O)N1CCN(c2ccc(C(=O)NC3C4CC5CC(C4)CC3C5)cc2[N+](=O)[O-])CC1 (stereo not given)	7.7	8.6	1.0	-5.5	7.0	-0.3	1.7	11.0	-3.9	-6.4
CCc1ccc(CCC(=O)Nc2sc3c(c2C#N)CCCC3)o1	15.4	-11.1	-0.3	2.3	3.3	5.8	-3.6	0.2	-8.1	-8.3
CCOC(=O)[C@]12CCCCC/C=C\1N(CCc1ccc(Cl)cc1)C(=O)[C@H]2CC(=O)NCCCN1CCCC1=O	0.6	.	0.1	0.0	.	6.7	-0.6	0.1	.	-7.8
O=C(COc1ccc2ccc(=O)oc2c1)Nc1ccc(CN2CCOCC2)cc1	-0.2	-0.6	0.6	4.3	-1.2	5.7	3.8	-43.3	0.7	-1.3
COc1ccc(-c2nc(-c3ccccc3)no2)c(OC)c1	-1.8	-4.1	-1.1	-6.7	-8.5	-1.6	6.0	7.5	13.2	-2.1

Gathered by group, those above with an NH in an aromatic ring (7)
SMILES	rCAG binder	ASAP1 GAP inh	proKLK7 act	NPR2 activator	GAA850 FXN act	DDE Tn6 FP inh	GC-A act	ADAM10 inh	ARFGAP1 inh	sPLA2-III inh
CC(C)(C)OC(=O)[C@H](CCCCN)NC(=O)c1nc[nH]c1C(=O)NCCCCCN	5.7	-6.4	0.5	5.0	0.3	-0.8	3.2	0.2	-3.9	3.5
Cc1cc(C(=O)N/N=C/c2ccc(OC(=O)c3ccccc3Br)cc2)n[nH]1	1.1	-5.0	-0.7	1.7	0.4	5.7	6.2	-6.2	-15.4	-0.4
O=C(NCCc1c[nH]c2ccccc12)/C(=C\c1ccco1)NC(=O)c1ccco1	-0.1	-7.4	-0.2	6.0	3.7	-6.3	3.4	-8.3	-3.5	-14.9
COc1cc(OC)cc(-c2c(C#Cc3ccsc3)c3cc(-c4ccc5[nH]ccc5c4)ccc3n2C)c1	37.0*	20.0	-5.6	2.6	0.8	-3.2	-0.3	-44.0	10.6	1.7
Cc1cc(NC(=O)Cn2c(=O)n(CCCCC(=O)NC3CCN(Cc4ccccc4)CC3)c(=O)c3ccccc32)n[nH]1	-3.0	-10.9	-0.1	1.6	.	8.7	2.0	-1.9	-7.5	0.3
S=c1[nH]nc(-c2cc(-c3ccccc3)n[nH]2)n1N=Cc1cccc(Oc2ccccc2)c1	65.9*	.	-0.1	-6.7	.	6.2	-9.3	7.0	.	14.4
Cc1cnc(CN(C)C(=O)c2ccc3oc(Cc4ccc(Cl)cc4)nc3c2)[nH]1	-7.2	15.6	-0.1	4.9	0.1	-4.0	2.1	5.7	16.1	-7.9
